Source: PubChem BioAssay (several laboratories)
TLR9-MyD88 inh: inhibitors of TLR9-MyD88 association in cells, primary screen, cell-based, CHO, BLA complementation, fluorescence. Toll-like receptor 9 (Homo sapiens) + Myeloid differentiation primary response protein …. CCF4 FRET ratio. inhibition, % at 4.98 µM. 340,000 compounds, 0.21% hits;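 active means inhibition above the mean over all tested compounds plus 3 SD, cut at about 21% in these data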;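 further: 0% = DMSO only wells and 100% = clavulanate BLA inhibitor control wells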
NOD2 RIPK2 PPI: NOD2-RIPK2 binding disruptors in cells, primary screen, fluorescence, CHO cells, BLA complementation; CCF4 ratio; inhibition, % at 4.98 µM; 360,000 compounds, 0.38% hits; in the data active means inhibition above about 21%;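 further: 0% = vehicle only and 100% = reference blocker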
Target sequence (O43353 whole entry, looked up): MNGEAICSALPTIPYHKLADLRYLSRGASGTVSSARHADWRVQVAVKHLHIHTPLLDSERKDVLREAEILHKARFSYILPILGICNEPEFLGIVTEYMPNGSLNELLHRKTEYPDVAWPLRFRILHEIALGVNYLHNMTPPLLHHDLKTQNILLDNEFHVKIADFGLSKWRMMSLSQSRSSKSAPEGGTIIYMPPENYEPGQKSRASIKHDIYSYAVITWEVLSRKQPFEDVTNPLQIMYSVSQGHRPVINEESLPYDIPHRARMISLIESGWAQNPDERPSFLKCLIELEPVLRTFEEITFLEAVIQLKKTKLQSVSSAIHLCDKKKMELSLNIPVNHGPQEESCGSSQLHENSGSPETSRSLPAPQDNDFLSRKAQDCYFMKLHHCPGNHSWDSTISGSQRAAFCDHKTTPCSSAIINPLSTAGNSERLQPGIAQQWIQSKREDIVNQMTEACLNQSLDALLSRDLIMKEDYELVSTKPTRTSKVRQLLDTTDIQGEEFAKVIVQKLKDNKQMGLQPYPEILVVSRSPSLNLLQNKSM
LRH-1 inv ag: LRH-1 (NR5A2) inverse agonists, primary screen, cell-based, luminescence, HEK293T, StAR-luciferase reporter; inhibition, % at 3.6 µM; Nuclear receptor subfamily 5 group A member 2 (Homo sapiens), O00482; 360,000 compounds, 0.13% hits; AID 602396, 2012; LRH-1 transfected, 24 h;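 active means inhibition above the mean inhibition of all tested compounds plus 3 SD, cut at about 73% in these data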;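 further: 0% = DMSO wells and 100% = reporter-only cells lacking LRH-1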
Target sequence (O00482 whole entry, looked up): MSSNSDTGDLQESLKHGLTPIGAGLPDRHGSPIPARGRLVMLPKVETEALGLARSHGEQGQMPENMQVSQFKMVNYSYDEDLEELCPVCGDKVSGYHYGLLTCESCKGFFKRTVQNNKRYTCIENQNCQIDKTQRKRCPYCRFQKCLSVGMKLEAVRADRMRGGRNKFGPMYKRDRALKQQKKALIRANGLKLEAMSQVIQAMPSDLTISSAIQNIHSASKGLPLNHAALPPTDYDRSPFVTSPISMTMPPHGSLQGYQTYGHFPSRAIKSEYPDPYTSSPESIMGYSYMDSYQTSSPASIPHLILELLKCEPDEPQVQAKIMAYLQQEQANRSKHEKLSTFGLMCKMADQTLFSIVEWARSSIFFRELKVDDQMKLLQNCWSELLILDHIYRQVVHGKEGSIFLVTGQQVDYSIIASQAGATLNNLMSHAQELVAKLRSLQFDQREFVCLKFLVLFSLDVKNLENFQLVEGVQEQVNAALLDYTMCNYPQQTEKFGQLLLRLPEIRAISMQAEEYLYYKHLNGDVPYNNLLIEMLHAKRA
SRC1 inh: SRC1 coactivator transcriptional activity inhibitors, primary screen, cell-based, luminescence; 360,000 compounds, 0.12% hits; AID 588354, 2011; inhibition, % at 3.6 µM; HEK293 GAL4-SRC1 luciferase reporter; Nuclear receptor coactivator 1 (Homo sapiens), Q15788;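 active means inhibition above the campaign mean plus 3 SD, with each screening campaign given its own cutoff, cut at about 60% in these data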;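 further: 0% = DMSO treated cells and 100% = gossypol at 36 µM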
TROY NFkB inh: inhibitors of TROY-driven NF-kB signaling, primary screen, Q293 LMP1-TROYcd cells, NF-kB luciferase, uHTS. Q293 LMP1-TROYcd NF-kB luciferase reporter, 4 h. inhibition, % at 10 µM. 360,000 compounds, 0.98% hits;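 active means compounds whose plate-normalised and pattern-corrected inhibition of the luciferase reporter signal at the single screening dose is 50% or more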
TWEAK-Fn14 inh: inhibitors of TWEAK-Fn14 signaling, primary screen, luciferase reporter cells, uHTS; TWEAK-stimulated Fn14 reporter cells, luciferase luminescence, 8 h; inhibition, % at 10 µM; 360,000 compounds, 2% hits; AID 1159606, 2016; in the data active means inhibition above about 50%
NCOA3 inh: SRC3 coactivator transcriptional activity inhibitors, primary screen, cell-based, luminescence. Nuclear receptor coactivator 3 (Homo sapiens), Q9Y6Q9. HEK293 GAL4-SRC3 luciferase reporter. inhibition, % at 3.6 µM. 360,000 compounds, 0.17% hits. AID 588352, 2011;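 active means inhibition above a per-campaign cutoff, the mean of all compounds plus 3 SD, cut at about 60% in these data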;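 further: 0% = DMSO-treated cells and 100% = gossypol-treated cells at 36 µM; higher means less SRC3-driven luciferase light from the GAL4 reporter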
NCOA2 inhibitor: inhibition of GAL4-SRC2 driven luciferase reporter, primary screen, SRC2 inhibitor project, cell-based, luminescence; Nuclear receptor coactivator 2 (Homo sapiens), Q15596; HEK293 GAL4-SRC2 luciferase reporter; inhibition, % at 9 µM; 370,000 compounds, 0.17% hits;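 active means inhibition above the mean inhibition of all tested compounds plus 3 SD, set per campaign, cut at about 52% in these data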;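 further: 0% = DMSO treated cells and 100% = cells given Gossypol at 36 µM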
ABHD5-PLIN5 inh: ABHD5-PLIN5 interaction inhibitors, primary screen, cell lysate, split luciferase complementation, luminescence; Perilipin-5 (Homo sapiens) + 1-acylglycerol-3-phosphate O-acyltransferase ABHD5 (Homo …; Split G. princeps luciferase complementation, 4 h; inhibition, % at 4 µM; 360,000 compounds, 0.78% hits;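 active means inhibition above the mean inhibition across every tested compound plus 3 SD, cut at about 22% in these data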;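 further: 0% = DMSO only wells and the 100% control is not disclosed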
Granule exo inh: LAMP-1 surface exposure blockers, TALL-104 cells – cell-based, flow cytometry, MLPCN library, primary screen; TALL-104 LAMP-1 surface exposure; cells stimulated with thapsigargin and PMA; inhibition, % at 10 µM; AID 651702, 2012; 360,000 compounds, 0.66% hits;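 active means inhibition above about 55%, limit read from the data; inconclusive means no clear call, values can overlap the other calls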
COUP-TFII inh: NR2F2 transcriptional activity inhibitors, primary screen, cell-based, luciferase reporter, HEK293T, luminescence; COUP transcription factor 2 (Homo sapiens), P24468; AID 686940, 2013; inhibition, % at 8.6 µM; 370,000 compounds, 0.7% hits; HEK293T NGFI-A luciferase reporter;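 active means inhibition above a per-plate cutoff, mean inhibition of test wells between control levels plus 3 SD, cut at about 38% in these data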;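 further: cells cotransfected with COUP-TFII expression vector driving the NGFI-A reporter; 0% = median of COUP-TF2 test wells and 100% = reporter-only cells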
* hit, by the source's call; ? = inconclusive; · = not tested or not shown; & = joins results of further samples.

SMILES	TLR9-MyD88 inh	NOD2 RIPK2 PPI	LRH-1 inv ag	SRC1 inh	TROY NFkB inh	TWEAK-Fn14 inh	NCOA3 inh	NCOA2 inhibitor	ABHD5-PLIN5 inh	Granule exo inh	COUP-TFII inh
C/C=C\C(=O)Nc1cccc(C2=NOC3(C2)C[C@@H](C(N)=O)N(C(=O)CCCCC)C3)c1 (stereo partly specified)	-9	6	8	-23	5	8	3	2	1	-2	-6
O=C(O)c1cnc(-c2ccccc2)nc1Sc1ccc(Cl)cc1	-3	-10	-10	-8	17	-1	-4	-17	-1	4	1
O=C(Cc1ccccc1F)Nc1cccc(S(=O)(=O)N2CCCCC2)c1	3	2	-23	-16	-13	5	-1	16	-13	-13	1
Cc1nnc(SCc2cc(=O)oc3cc(O)ccc23)n1Cc1ccccc1	-10	-3	-2	8	13	7	12	-13	0	?	9
COC(=O)c1c(NC(=O)CN2CCC(C(N)=O)CC2)c2c(C)cccc2n1C	-14	-8	12	-1	15	11	-12	-19	4	-1	-5
COc1ccc(C(C(=O)NCC2CCCO2)N(C(=O)CNC(=O)c2cccs2)c2ccccc2)cc1OC (stereo unspecified)	-3	0	9	-17	-13	5	11	-14	3	2	10
CC(=O)c1ccc(OC2(C)CCN(Cc3csc4ccccc34)C2)cc1 (stereo unspecified)	·	5	12	17	8	13	-8	-7	0	-18	12
Cc1cccnc1C(c1ccc(F)cc1)N(C)C(=O)C1CCN(CCOc2ccc(Cl)cc2Cl)CC1 (stereo unspecified)	·	-5	-29	4	-2	-15	2	-4	0	10	0
c1ccc(-c2nc3ccccc3s2)nc1	-4&9	-1&-6	-153&-88	-123&-106	-33&-37	24&16	-59&-55	-70&-54	-5&3	2&2	-58&-50
COc1cc(C(=O)NCC2CCCCC2)cc(OC)c1OC	-1	-18	12	0	10	10	8	2	5	5	-9
C[C@H](CO)N1C[C@H](C)[C@@H](CN(C)C(=O)Nc2ccc3c(c2)OCO3)Oc2ccc(NS(=O)(=O)c3ccc(F)cc3)cc2C1=O	6	-4	-19	-2	1	-9	-1	12	2	3	7
CC(C)[C@@H](C(=O)N1CCCC1)N1C(=O)N2CCc3c([nH]c4ccccc34)[C@@]2(C)C1=O	5	7	-2	-3	3	8	14	0	1	-3	9
O=C(Nc1ccc2c(c1)OCO2)c1ccc2c(c1)OCO2	-5	-17	-145	-119	-25	42	-75	-65	0	-3	-54
O=C1NC2(CCCC2)C(=O)N1CCS(=O)(=O)Oc1ccccc1	3	9	-10	8	-13	0	3	-35	6	-2	2
Cc1nn(CC(=O)N2N=C(C(F)F)CC2(O)C(F)F)c(C)c1[N+](=O)[O-] (stereo unspecified)	-5	-5	-8	3	11	2	4	13	-4	4	-1
CCC(C)Sc1nnc(NC(=O)C2CCN(C(=O)c3ccco3)CC2)s1 (stereo unspecified)	4	2	-5	-3	13	22	-14	-2	-15	-1	1
O=c1c2ccccc2[nH]c(=S)n1CCN1CCCC1	-3	-3	9	6	8	-8	4	-10	8	0	4
O=C(N[C@@H](c1ccccc1)[C@@H]1C[C@H]1C(=O)NCc1ccccn1)OCc1ccccc1	-4	-5	14	-29	-6	5	-14	-20	3	-2	8
C=CCSC1=Nc2sccc2C2=NC(=O)CN12	8	-2	-6	-13	-13	-7	8	-9	-2	0	-6
COc1cc(NC(=O)Cc2ccccc2)c(C(=O)O)cc1OC	-1	8	2	4	3	6	8	-13	-3	-7	22
O=C(NN=C1c2ccccc2-c2ccccc21)c1ccccc1	0	-2	-111	-22	-96	-57	-18	-9	6	3	-23
COc1ccc(OC)c(C2CC(=O)C3=C(C2)NC(=O)CC3c2ccc(O)c(OC)c2)c1 (stereo unspecified)	-4	1	-9	-5	6	-3	13	-15	9	-3	16
COc1ccccc1N(CC(=O)NCCSCc1ccccc1)S(=O)(=O)c1ccccc1	-1	-1	-1	-7	7	27	22	-12	2	7	13
COc1ccc(C(=O)NC(Nc2ccc(C)cc2)C(Cl)(Cl)Cl)cc1 (stereo unspecified)	8	-6	-2	4	5	24	16	13	-9	-3	16
O=C(c1ccccc1)c1c[nH]c2ccccc12	-3	3	-26	-37	-11	5	-50	-11	-6	-9	-18
Cc1ccc(Cc2c(-c3ccc(F)cc3)nc3c(C)cc(Br)cn23)cc1	·	1	-15	-4	5	25	-8	·	-13	0	·
Cc1ccc(CN2CCN(CC(=O)NCc3ccc(Cl)cc3)C2=O)cc1	-11	-4	-5	5	22	-2	-11	-9	7	1	2
CC12COC3(P(=O)(c4ccccc4)c4ccccc4)CC1CCC23CP(=O)(c1ccccc1)c1ccccc1 (stereo unspecified)	-7	-9	4	8	17	18	17	15	1	9	21
Cn1c(=O)c2c(SCC(=O)N3CCCc4ccccc43)nc(CC(C)(C)C)nc2n(C)c1=O	2	-7	-13	-4	0	30	-5	·	8	3	·
COc1ccc(CN(C)CCc2ccccn2)cc1OC	10	-2	23	-4	6	4	11	21	1	-2	0
CC(C)(C)C(=O)N1N=C(c2cccc(NS(C)(=O)=O)c2)CC1c1cccs1 (stereo unspecified)	2	0	16	4	2	0	12	-2	-7	0	-17
O=C(COC(=O)c1cc(-c2ccccn2)nc2ccccc12)Nc1ncc(C(F)(F)F)cc1Cl	11	1	-7	3	20	-14	-10	-31	-7	-5	8
CNc1cc([N+](=O)[O-])ccc1N/C=C/C(=O)c1ccc2c(c1)OCO2	-4	-3	-66	-72	-6	-11	-54	-83	-1	-4	-9
Cn1c(N)c(Sc2ccc(F)cc2)c(=O)n(C)c1=O	-1	-9	12	-12	9	-4	19	13	4	-1	-4
C=C1CCN([C@@H](C)C(=O)OCc2ccc(C)cc2)S(=O)(=O)c2ccccc21	2	-1	-3	-3	-6	11	4	-12	-4	3	6
O=C1CN(C(=O)CSc2nncs2)c2ccccc2N1	-1	-3	0	-14	7	-14	13	-17	-1	-2	6
COc1ccc(N(CC(=O)N/N=C/c2cc(OC)ccc2OC)S(=O)(=O)c2ccccc2)cc1	-17	-8	16	-37	20	29	-21	-4	0	4	0
O=C(NC1CCN(S(=O)(=O)c2ccc(F)cc2)CC1)c1ccco1	-9	7	-18	8	3	-2	9	14	8	0	4
CCn1c(=O)c(C(=O)Nc2ccccc2C)c(O)c2ccccc21	10	-5	-2	2	-34	-18	1	-14	3	-2	-1
COc1ccc(C(c2sc3ncnn3c2O)N2CC(C)OC(C)C2)cc1OC (stereo unspecified)	-6	-5	4	-73	-20	-36	2	0	13	2	-28
COc1ccc(NC(=O)CN(C2CCCCC2)S(C)(=O)=O)cc1OC	-9	-11	-2	3	-23	15	-7	3	-4	-3	0
CCn1ccnc1CN(C)C(=O)C1CCC(=O)N(Cc2cccc(C(F)(F)F)c2)C1 (stereo unspecified)	13	-3	2	-10	-2	7	2	-22	-3	-7	-2
CC(CN1CCOCC1)OC(=O)C1COc2ccccc2O1 (stereo unspecified)	-4	-8	-5	9	-6	4	14	-14	-5	-4	0
CC1Cc2ccccc2N1C(=O)CSc1nnc(N)s1 (stereo unspecified)	-4	-7	12	-10	-14	31	-29	8	0	-1	5
Cc1ccc(NC(=O)CCC(=O)c2cccs2)cc1	0	-9	3	-5	-61	11	-6	-2	6	0	-6
Cc1cccc(OCCSc2nc3ncnc(N)c3[nH]2)c1	10	-16	5	7	11	-13	-12	20	3	0	-3
CCc1c(N)nc(N)nc1Nc1ccc(C)c(C)c1	4	-7	3	6	5	17	5	25	5	1	13
Cc1ccc(C2(c3noc(CN(C)Cc4ccccn4)n3)CCCC2)cc1	4	4	18	-68	10	11	15	12	-4	0	21
Nc1ccc2oc(-c3ccccc3Cl)nc2c1	0	2	-177	-84	-15	51*	-54	13	-6	-8	6
CN(Cc1nc2ccccc2c(=O)[nH]1)C(=O)COc1ccccc1Cc1ccccc1	0	1	-27	-8	-7	0	-20	-14	1	7	0
COC(=O)CN1C(=O)COc2ccc(S(=O)(=O)NCc3ccccc3)cc21	4	-1	12	7	1	-3	-16	-3	-3	-6	5
COC(=O)c1cc(Cl)c(NC(=O)/C=C/c2ccc(Cl)cc2Cl)cc1OC	-8	-12	2	3	5	-45	-16	0	0	1	-8
COc1cc2c(C(=O)NCCN(C)C)cn(CC(C)C)c(=O)c2cc1OC	5	-12	-16	7	-30	8	18	9	8	-2	3
CCC(=O)Nc1c(C#N)c2nc3ccccc3nc2n1C1CCCCC1	1	-7	22	-18	3	11	-5	-17	-5	10	12
CC1CCc2cc(F)ccc2N1S(=O)(=O)c1ccc(F)cc1 (stereo unspecified)	-3	3	1	2	-31	-20	0	-7	-3	-1	24
Cc1ccc(NC(=O)COc2ccc3c(c2)OCO3)c(Cl)c1	5	-8	-65	-70	-63	-26	-40	-34	9	0	-26
Cc1ccc[n+](-c2nc3ccccc3nc2C(=C=[N-])C#N)c1	-1&-3	-9&11	1&20	-11&-8	-15&-7	16&17	-4&3	12&-6	7&3	-2&1	15&-14
C=CCSc1nc(C)cc(/C=C\c2ccccc2)c1C#N	13	0	-18	-3	-50	-13	-11	-14	3	0	11
CC(C)N(Cc1cnn(C)c1)C(=O)c1ccc(OC2CCN(Cc3ccccn3)CC2)cc1	3	-2	-6	-4	11	-9	6	-10	1	-1	-3
CCCC(=O)OCC(=O)Nc1cc([N+](=O)[O-])ccc1OC	3	2	20	18	-1	-17	11	7	6	-2	1
Going on with the list:
SMILES	TLR9-MyD88 inh	NOD2 RIPK2 PPI	LRH-1 inv ag	SRC1 inh	TROY NFkB inh	TWEAK-Fn14 inh	NCOA3 inh	NCOA2 inhibitor	ABHD5-PLIN5 inh	Granule exo inh	COUP-TFII inh
Cc1ccc(N(CC(=O)N2CCN(c3ccc(F)cc3)CC2)S(=O)(=O)c2c(C)nn(C)c2C)cc1	1	-10	-9	0	5	5	4	0	1	4	-23
NS(=O)(=O)c1cccc(NC(=O)Nc2ccc(Cl)cc2)c1	0	-22	-12	-19	-49	-42	-40	2	0	2	-13
O=C(COc1ccc(Cl)cc1)Nc1nnc(C2=COCCO2)o1	-4	-3	8	10	10	-13	20	-1	0	-1	6
CCC1=C(OC(=O)N(CC)CC)N2C(=O)OC(=NCC3CC3)[C@]2(Cc2ccccc2)[C@H]2C1=CC[C@H]1C(=O)NC(=O)[C@H]12	-4	-1	-16	10	6	9	-7	11	2	6	-10

These rows are one share of the data. The share of hits here may be higher or lower than overall.
